p97 ATPase inh = human p97 ATPase inhibition; recombinant p97 ATPase, Kinase-Glo ATP luminescence, 3 h; inhibition, % at 8 µM; actives 0.42% (n = 220,000); in the data active = inhibition above about 15%;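 note: 0% = DMSO vehicle and 100% = wells lacking enzyme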
Furin inh = blocks human furin protease activity | actives 0.061% (n = 220,000) | P09958 | inhibition, % at 30 µM | AID 463115 | purified furin, fluorogenic substrate cleavage; in the data active = inhibition above about 25%; note: inactives centre near -15
Target sequence (P09958 108-714 limits assumed): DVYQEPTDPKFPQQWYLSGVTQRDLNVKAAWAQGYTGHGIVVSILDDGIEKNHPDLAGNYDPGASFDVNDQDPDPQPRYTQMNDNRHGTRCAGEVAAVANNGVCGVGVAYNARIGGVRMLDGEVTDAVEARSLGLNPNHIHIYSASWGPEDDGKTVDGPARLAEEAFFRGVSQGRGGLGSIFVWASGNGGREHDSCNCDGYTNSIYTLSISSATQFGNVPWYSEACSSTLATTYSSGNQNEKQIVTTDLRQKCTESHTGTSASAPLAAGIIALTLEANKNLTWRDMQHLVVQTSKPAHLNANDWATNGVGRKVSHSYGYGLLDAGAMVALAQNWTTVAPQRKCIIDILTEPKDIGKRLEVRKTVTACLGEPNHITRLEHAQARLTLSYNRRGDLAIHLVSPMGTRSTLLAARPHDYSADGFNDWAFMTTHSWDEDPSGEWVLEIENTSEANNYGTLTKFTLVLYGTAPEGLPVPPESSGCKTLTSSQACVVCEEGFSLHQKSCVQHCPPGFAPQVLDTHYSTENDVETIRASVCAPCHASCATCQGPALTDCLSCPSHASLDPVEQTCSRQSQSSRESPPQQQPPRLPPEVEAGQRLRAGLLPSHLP
BaF3 tox = counter-screen for JAK2V617F inhibitors: parental Ba/F3 viability inhibitors; CellTiter-Glo ATP luminescence; inhibition, % at 5.6 µM; actives 1.1% (n = 220,000);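 active = inhibition above a per-campaign cutoff, the mean inhibition of all tested compounds plus 3 SD, cut at about 27% in these data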;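 note: 0% = DMSO wells and 100% = JAK Inhibitor I control wells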
PPC-1+TRAIL kill = compounds killing PPC-1 cancer cells with TRAIL present (potentiator screen, no TRAIL-free arm) | PPC-1 cells + TRAIL, ATPLite viability luminescence | cell killing (% activity), % at 4 µM | actives 0.41% (n = 220,000);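 active = cell killing above 50% in the first pass at 4 µM, then a duplicate retest at 5 µM averaging 50% or more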;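 note: plate controls were cells with TRAIL plus DMSO for no effect and medium-only wells lacking cells for full effect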
EP2 antag = inhibitors of human EP2 prostaglandin E2 receptor. inhibition, % at 25 µM. AID 1422. C6 glioma cells expressing human EP2, cAMP TR-FRET; cells stimulated with saturating PGE2. actives 0.52% (n = 260,000);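 active = percent inhibition above 40 after rounding to a whole number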;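 note: rat C6 glioma host cells with rolipram phosphodiesterase inhibitor present; the protocol text gives 20 µM as final concentration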
Ba/F3 V617F tox = loss of viability in JAK2V617F-driven Ba/F3 cells | Ba/F3 EpoR-JAK2V617F viability, ATP luminescence | inhibition, % at 5.6 µM | actives 1.1% (n = 220,000) | AID 1446;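 active = inhibition above the campaign mean plus 3 SD over all tested compounds, cut at about 24% in these data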;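 note: cytokine-independent growth of Ba/F3 cells driven by EpoR plus mutant JAK2; 0% = DMSO-treated cells and 100% = JAK inhibitor I control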
RBBP9 inhibitor = blocks human serine hydrolase RBBP9; O75884; recombinant RBBP9, FP-Rh probe fluorescence polarization; inhibition, % at 7.94 µM; actives 0.2% (n = 220,000); AID 1515;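 active = inhibition above the campaign mean of all tested compounds plus 3 SD, cut at about 14% in these data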;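 note: plate controls were DMSO wells with RBBP9 for no effect and wells lacking RBBP9 protein for full effect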
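System: RBBP9 protein / Buffer or medium: Tris/NaCl buffer pH 8.0 with 0.1% Pluronic / Probe or stimulus: Serine-hydrolase probe FP-Rh, 375 nM pre-mixing / Dosing: 7.94 µM single dose, 0.794% DMSO / Times: enzyme-compound preincubation 30 min, then probe labeling 45 min, 25 °C / Technique: fluorescence polarization (mP), excitation 525 nm, emission 598 nm / Replication: singlicate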
Tb hexokinase = T. brucei hexokinase 1 inhibition | recombinant TbHK1, G6PDH-coupled NADH A340 | inhibition, % at 10 µM | actives 0.11% (n = 220,000) | AID 1430;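 active = inhibition of 50% or more in the single-dose primary screen; inactive = inhibition below 50%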
NCF1 inh = p47phox (human) inhibition. AID 1274. actives 0.53% (n = 220,000). p47phox/p22phox peptide binding, fluorescence polarization, 2 h. inhibition, % at 24.7 µM. P14598;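 active = inhibition above about 30%, limit read from the data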;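 note: 0% = p47phox with labelled peptide and 100% = labelled peptide alone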
Target sequence (P14598 whole entry, looked up): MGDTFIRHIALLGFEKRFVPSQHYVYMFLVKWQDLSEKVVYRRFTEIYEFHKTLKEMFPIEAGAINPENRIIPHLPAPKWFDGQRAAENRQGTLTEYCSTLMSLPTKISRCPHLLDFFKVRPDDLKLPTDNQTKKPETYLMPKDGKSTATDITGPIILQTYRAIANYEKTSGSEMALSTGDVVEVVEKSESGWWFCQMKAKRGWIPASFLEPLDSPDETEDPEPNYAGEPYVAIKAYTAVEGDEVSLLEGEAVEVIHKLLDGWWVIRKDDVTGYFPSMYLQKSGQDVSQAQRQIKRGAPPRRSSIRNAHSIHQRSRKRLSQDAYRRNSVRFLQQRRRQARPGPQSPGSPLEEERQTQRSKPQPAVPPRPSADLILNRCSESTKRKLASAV
* marks the source's active call; other numbers are inactive results; x = no result given; & = joins results of further samples; [ ] = another dose, or the depositor's remark. Some of the compounds tested; count on the stated rates, not on these rows.

SMILES	p97 ATPase inh	Furin inh	BaF3 tox	PPC-1+TRAIL kill	EP2 antag	Ba/F3 V617F tox	RBBP9 inhibitor	Tb hexokinase	NCF1 inh
N/C(=N\OC(=O)c1ccccc1Cl)c1ccc(Cl)cc1	2	-6[20 µM]	0	33	14	1	4	2	-14
Cc1ccc(N/C=C/C(=O)c2ccco2)c(O)c1	5	-10	-4	20	12	-3	-3	-15	-7
CC(=O)/C(=N\Nc1cccc(Cl)c1)Sc1nnc(-c2ccccc2)n1-c1ccccc1	-9	-12	2	3	4	6	-13	-8	4
O=C(COC(=O)c1ccc(Cl)nc1)NCc1cccs1	3	-11	1	-6	10	-3	0	-3	-1
COC(=O)c1sc(-c2ccccc2)cc1NC(=O)c1ccc(F)cc1	-3	-14	3	-6	12	0	-4	-18	26
CCOC(=O)/C=C/C(=O)Nc1ccccc1-c1ccccc1NC(=O)/C=C/C(=O)OCC	2	-20	-3	15	4	0	-11	11	-17
O=C(COc1ccc2c(c1)OCO2)Nc1ccccc1F	-6	-8	17	11	6	9	-4	7	-5
Cc1ccc(-n2c(=O)c3ccccc3n(CC(=O)C(C)(C)C)c2=O)cc1	-6	-6	6	-10	1	5	-4	7	-4
Cc1ccccc1C(=O)NC(=S)Nc1ccccc1[N+](=O)[O-]	3	-13	-2	24	10	-1	-5	3	-5
C=CCOc1c2ccc(C(=O)N(CC)c3ccc(OC)cc3)cc2nn1C	4	-10[20 µM]	3	2	14	0	-4	-5	6
CC(C)CC(=O)N/N=C/c1c(N)n(C)c(=O)n(C)c1=O	4	-8	-1	5	9	-1	5	-26	-5
COc1cc(OC)c(NC(=O)CCNS(=O)(=O)c2cc(Br)cnc2N)cc1Cl	3	-6	4	1	8	-4	0	-2	-7
CCOC(=O)c1sc(/N=C/c2c(O)ccc3ccccc23)cc1C	2	-6	4	13	4	1	-5	-9	-91
Cc1ccc(CN2CCN(Cc3cccc4c3OCO4)CC2CCO)cc1 (stereo unspecified)	0	-29	7	-3	0	1	0	-3	-12
NC1=NC2=C(CCCC2)C2(CCCCC2)S1	-7	-26	5	18	2	5	-5	-16	6
COc1ccc(NC(=O)CN(Cc2ccccc2)Cc2ccccc2)cc1S(N)(=O)=O	-4	7	5	29	10	5	-10	17	-22
CN1N=C(C(F)(F)F)CC1=O	3	-23	4	-6	8	-2	-5	-1	5
Cc1ccc(OCCSc2ncnc3nc[nH]c23)cc1	-1	-18[20 µM]	7	31	18	1	-2	-14	-3
COc1ccc(C2C(C(=O)NCCN(C)C)c3ccccc3C(=O)N2C)cc1OC (stereo unspecified)	4	-21	4	8	9	2	-4	2	-1
Cc1ccc(-n2c(C)cc(C=C(C#N)C#N)c2C)cc1	0	-18[20 µM]	2	5	23	-4	-7	-2	-11
COc1cc(/C=C/c2ccc3cccc(OC)c3n2)c(O)c([N+](=O)[O-])c1	3	-15	3	3	6	0	3	-19	7
CN(C)c1ccc(/C=N/NC(=O)c2ccc(CN3CCOCC3)cc2)cc1Br	7	-20	3	-7	0	-4	-11	-23	-9
COC(=O)CSc1ncnc2c1sc1nc3c(cc12)COC(C)(C)C3	1	-14	9	48	9	4	9	-11	-9
N#C/C(=C\N1CCOCC1)S(=O)(=O)c1ccc(Cl)cc1	4	-19	-2	1	8	-2	-2	-5	-6
O=C(NCc1ccco1)/C(=C\c1cccs1)NC(=O)c1cccs1	0	-18	7	0	8	0	-1	-17	-6

The listing continues.
SMILES	p97 ATPase inh	Furin inh	BaF3 tox	PPC-1+TRAIL kill	EP2 antag	Ba/F3 V617F tox	RBBP9 inhibitor	Tb hexokinase	NCF1 inh
OC(COCC1CC=CCC1)Cn1cnc2ccccc21 (stereo unspecified)	-2	-13[20 µM]	8	13	7	0	-4	-9	-11
CCCN(C(=O)CSc1nnnn1C)c1c(N)n(Cc2ccccc2)c(=O)[nH]c1=O	3	-22	2	10	7	-4	-3	0	-5
Cc1ccc(CNc2ccc3nnc(-c4ccccc4)n3n2)cc1	3	-20	7	-34	6	-2	-4	-2	4
CCOc1ccccc1NC(=O)c1cccnc1	6	-19[20 µM]	1	x	6	-3	-3	6	x
CCN1CCC(=NNC(=O)c2ccc(C)c([N+](=O)[O-])c2)CC1	4	-6[20 µM]	2	15	10	-1	1	-7	-5
Cc1nc2ccccc2n1CCc1nc2c3ccccc3nc(SCC#N)n2n1	2	-28[20 µM]	3	22	x	-1	-12	-6	-7
COc1ccc(-c2cc(=O)[nH]c(=S)[nH]2)cc1	3	-21	3	0	5	0	-8	-12	-15
O=C(Nc1ccc2c(c1)OCO2)C1CCN(C(=O)c2ccc(Cl)cc2)CC1	3	-22	6	8	9&9	-2	-2	0	-13
COc1ccc(NC(=O)N(Cc2ccc(C)cc2)Cc2ccccn2)c(OC)c1	3	-6	2	x	7	-4	-2	-7	x
O=C(N/N=C/c1cc(Br)ccc1O)c1cccc(N2CCCC2=O)c1	-8	-8	2	43	6	2	-4	0	-1
Cc1nn(C)cc1/C=N\NC(=O)Cc1ccc([N+](=O)[O-])cc1	2	-4	2	27	9	-2	1	29	-7
O=C(Nc1ccccc1F)Nc1ccccc1F	-1	-19	9	25	6	-1	0	2	-5
COc1ccc(OCCC(=O)c2ccc(OC)cc2)cc1	3	-6	-4	-10	15	-1	-9	-5	12
CN(C)S(=O)(=O)c1ccc(C(=O)Nc2ccc(CN3CCCC3)cc2)cc1	5	-27	1	18	9	-3	-5	3	3
O=C(Nc1nc2ccccc2s1)C1CCCN1S(=O)(=O)c1ccc(Cl)cc1 (stereo unspecified)	2	-20[20 µM]	8	-5	8	0	-5	-3	-6
COc1cc(NC(=O)CN(c2ccc(C)cc2)S(=O)(=O)c2c(C)n[nH]c2C)cc(OC)c1	-2	-13	3	19	12	1	-17	-3	-12
CS(=O)(=O)N(CC(=O)N1CCN(c2ccc(F)cc2)CC1)c1cccc(Cl)c1	-2	-15[20 µM]	4	4	22	-3	-8	-2	0
COc1ccccc1NC(=O)CN1CCN(CC(=O)Nc2cc(NC(C)=O)ccc2OC)CC1	6	-16	1	-7	17	-1	-2	-8	-8
CCOC(=O)c1ccc(NC(=O)NCc2ccncc2)cc1	5	-16[20 µM]	3	23	7	-1	3	6	-11
O=C(O)CCCCCNc1ccc2nsnc2c1[N+](=O)[O-]	10	10	2	17	4	2	0	-12	-5
CC1CN(Cc2ccc(Cl)cc2Cl)CC(C)O1 (stereo unspecified)	5	-29[20 µM]	3	10	5	-2	-3	-1	-8
COCCN(C(C)=O)c1nnc(-c2ccccn2)s1	4	-38	2	x	15	-2	-7	5	1
Cc1cc(C(F)F)n2ncc(C(=O)NCc3ccccc3F)c2n1	-1	-20	0	17	13	-2	-8	-6	-8
CC(C)(C)c1ccc(S(=O)(=O)NCC(=O)Nc2ccc(-c3nc4ccccc4s3)cc2)cc1	-2	-9[20 µM]	0	21	8	-4	-10	-7	-49
CCOC(=O)/C(=C/C=C1\Sc2cc(C)c(C)cc2N1CC)C(C)=O	-8	16	9	8	11&13	7	-5	4	11

3 of the compounds above, with two lines to a compound.
Every second line gives: p97 ATPase inh, Furin inh, BaF3 tox, PPC-1+TRAIL kill, EP2 antag, Ba/F3 V617F tox, RBBP9 inhibitor, Tb hexokinase, NCF1 inh
NC1=NC2=C(CCCC2)C2(CCCCC2)S1
 : -7, -26, 5, 18, 2, 5, -5, -16, 6
COc1ccc(NC(=O)CN(Cc2ccccc2)Cc2ccccc2)cc1S(N)(=O)=O
 : -4, 7, 5, 29, 10, 5, -10, 17, -22
CN1N=C(C(F)(F)F)CC1=O
 : 3, -23, 4, -6, 8, -2, -5, -1, 5

Other compounds
SMILES	p97 ATPase inh	Furin inh	BaF3 tox	PPC-1+TRAIL kill	EP2 antag	Ba/F3 V617F tox	RBBP9 inhibitor	Tb hexokinase	NCF1 inh
CNc1nc(OCCNC(=O)Nc2ccccc2)nc(N2CCOCC2)n1	4	-11[20 µM]	1	-7	3	-1	-1	0	-13
Cc1ncc(CO)c(/C=N/NC(=O)c2cc(O)c(O)c(O)c2)c1O	6	-6	7	-24	6	1	-5	-4	2
S=c1[nH]nc(-c2ccco2)n1/N=C/C=C/c1ccccc1	0	-8	4	4	x	4	-8	0	-2
Cc1ccc(CC(=O)NCCC(=O)O)cc1	5	-20	-1	-21	3	-2	0	2	-11
COc1cc(/C=N/NC(=O)c2cccc([N+](=O)[O-])c2)ccc1O	3	-13	4	20	4	-1	-8	-17	6
COC(=O)[C@H]1Cc2cnoc2C[C@]1(C)C(=O)O	2	-19	5	24	10	-2	0	4	-7
Nc1c(C2=NCCO2)nnn1Cc1ccccc1	0	-19[20 µM]	1	11	2	-2	-2	-9	44*
COCCOC(=O)C1=C(C)NC(=O)NC1c1cccs1 (stereo unspecified)	0	-15	3	14	7	0	-4	-2	-14
CCCCOCC(O)CCc1n[nH]c(=S)n1-c1ccccc1 (stereo unspecified)	4	-32	4	13	5	-2	-2	2	2
O=C(CSc1nnc(-c2ccccn2)n1-c1ccc(Cl)cc1)Nc1ccc2c(c1)OCO2	4	-24[20 µM]	3	23	12	0	2	13	-6
COc1cccc2[nH]c3c(=O)n(CCCN4CCOCC4)cnc3c12	8	-41	0	-4	9	-4	-5	-26	-14
COc1ccc(CCN(C)C(=O)C2CCN(Cc3cccc(OC)c3OC)CC2)cc1OC	5	-18	-1	2	11	31*	-5	-4	0
C=CCN1C(=O)C(CC(=O)Nc2ccccc2)N(Cc2ccccn2)C1=S (stereo unspecified)	-4	-13	6	19	9	4	-11	0	18
Cc1cc(NC(=O)COc2ccccc2)n(-c2ccccc2)n1	-6	-7	6	16	7	4	-5	-9	-14
O=C(CNc1ccc(Cl)cc1)c1ccc(Br)cc1	1	-22	6	17	13	1	0	-7	-2
Cc1c(Cl)cccc1N(Cc1ccc(C(=O)O)cc1)S(=O)(=O)c1ccccc1	0	-18	12	14	4	3	-1	0	-7
CCc1cc2c3c(c(=O)oc2cc1O)CCCC3	-7	-61[20 µM]	3	11	23	-3	-7	-8	-3
Cc1csc(Nc2ccc(Cl)cc2)n1	1	-33	4	14	10	-1	3	3	-7
Cc1ccc(NC(=S)N/N=C/c2ccc(OCCC(C)C)cc2)c(C)c1	0	3[20 µM]	10	2	x	0	-6	-1	-9
COc1ccc(CNC(=O)C2CCC(=O)N2C(C)C)c(OC)c1 (stereo unspecified)	4	-18	-3	12	3	-7	-9	-1	-16
O=c1[nH]c2ccc(S(=O)(=O)NCCO)cc2[nH]1	6	-31	-1	7	4	-5	6	-10	4
CCOC(=O)c1cn2nc(Oc3ccc(C#N)cc3)ccc2n1	3	-37	3	4	7	-7	-6	-15	2
OCCCNc1nc(-c2ccccc2)nc2c1oc1ccccc12	2	-6	4	-10	6	-1	2	-3	-18
CCCn1nc(C(=O)N2CCCc3ccccc32)c2ccccc2c1=O	3	-22	0	10	10	-2	-1	-2	2
O=C(c1n[nH]c2ccccc12)N1CCN(S(=O)(=O)c2ccc3ccccc3c2)CC1	-6	0	3	26	11	4	-13	1	-8
Nc1nc(N)c(N=Nc2ccc(S(N)(=O)=O)cc2)c(=O)[nH]1	8	5	1	5	15	-3	1	-42	-11
Cc1ccc(C)c(C(C)NC(=O)C2C3CCC(O3)C2C(=O)O)c1 (stereo unspecified)	-7	-8	4	17	10	3	-7	3	-4
COc1ccc(OCCCC(=O)NCCc2ccc(OC)c(OC)c2)cc1	-6	-14	10	-9	5	4	-12	-5	-5
CC12CCC(C(=O)NC(c3ccccc3)c3ccccc3)(OC1=O)C2(C)C (stereo unspecified)	-7	-15[20 µM]	8	7	7	3	-4	61*	-1
NC(=O)CC(NC(=O)c1ccc(Br)cc1)c1ccc(NCc2ccc(F)cc2)c([N+](=O)[O-])c1 (stereo unspecified)	x	-35	x	13	51*	x	x	18	-3

Bioassay records from PubChem.
